# Screens (PubChem)
# MPTP block – mitochondrial permeability transition pore inhibitors, primary screen, biochemical, isolated mouse mitochondria, absorbance; Ca2+ swelling absorbance, 30 min; AID 602449, 2012; actives 1.4% (n = 360,000); inhibition, % at 10 µM;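 active means inhibition of 50% or more, scaled per plate between neutral and stimulator controls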;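 further: 0% = DMSO wells given calcium and 100% = 1 mM EGTA wells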
# PfGluPho inh – PfG6PD enzyme inhibitors, primary screen, biochemical, fluorescence intensity, uHTS. glucose-6-phosphate dehydrogenase-6-phosphogluconolactonase (Plasmodium falciparum 3D7). PfGluPho enzyme, NADPH resazurin-diaphorase fluorescence. inhibition, % at 20 µM. actives 0.78% (n = 350,000);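 active means inhibition reaching at least a set limit at 20 µM in the primary screen, cut at about 59% in these data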;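 further: 0% = DMSO wells with substrate and 100% = DMSO wells lacking glucose-6-phosphate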
# NR3A LBD binder – binders of NR3A ligand-binding domain, primary screen, biophysical, differential scanning fluorimetry, uHTS. NR3A LBD differential scanning fluorimetry, Tm shift; 0% = protein alone, 100% = glycine-bound protein. Tm shift relative to glycine control, % at 25 µM. actives 2.5% (n = 340,000);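 active means melting temperature shift of at least 10% of the positive control shift, at one fixed dose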
# SENP8 block – human SENP8 protease inhibitors, primary screen, biochemical, fluorescence, Nedd8 protein substrate, uHTS. Sentrin-specific protease 8 (Homo sapiens), Q96LD8. recombinant SENP8. inhibition, % at 20 µM. actives 0.64% (n = 360,000); in the data active means inhibition mostly above about 40%, no sharp cut-off; inactive means mostly below about 27%
# Target sequence (Q96LD8 whole entry, looked up): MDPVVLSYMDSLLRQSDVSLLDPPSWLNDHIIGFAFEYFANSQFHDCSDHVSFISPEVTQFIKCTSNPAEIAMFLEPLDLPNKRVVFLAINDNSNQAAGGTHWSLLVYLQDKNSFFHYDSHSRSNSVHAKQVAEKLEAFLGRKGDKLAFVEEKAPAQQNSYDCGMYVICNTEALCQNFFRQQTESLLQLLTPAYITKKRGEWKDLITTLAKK
# SENP7 block – SENP7 protease inhibitors, primary screen, biochemical, luminescence, uHTS; recombinant SENP7, Z-RLRGG-aminoluciferin luminescence, 40 min; inhibition, % at 5 µM; AID 434973, 2010; actives 1.5% (n = 330,000); Sentrin-specific protease 7 (Homo sapiens), Q9BQF6;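 active means inhibition above about 50% at the single test dose, limit read from the data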;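 further: plate controls were DMSO with enzyme for no effect and no enzyme buffer wells for full effect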
# Target sequence (Q9BQF6 706-1050 limits assumed): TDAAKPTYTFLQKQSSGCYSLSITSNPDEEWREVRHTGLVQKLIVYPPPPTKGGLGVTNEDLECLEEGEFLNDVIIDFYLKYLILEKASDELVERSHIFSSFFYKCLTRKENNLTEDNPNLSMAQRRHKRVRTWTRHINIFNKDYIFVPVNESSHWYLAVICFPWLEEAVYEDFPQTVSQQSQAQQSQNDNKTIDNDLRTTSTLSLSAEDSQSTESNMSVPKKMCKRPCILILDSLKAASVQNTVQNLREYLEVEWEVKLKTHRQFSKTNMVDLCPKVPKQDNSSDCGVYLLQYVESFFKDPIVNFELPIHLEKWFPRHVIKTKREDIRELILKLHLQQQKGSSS
# SENP6 inh – SENP6 protease inhibitors, primary screen, biochemical, luminescence, uHTS; Sentrin-specific protease 6 (Homo sapiens), Q9GZR1; inhibition, % at 10 µM; Recombinant SENP6 catalytic domain, aminoluciferin luminescence; actives 1.8% (n = 330,000);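 active means inhibition above about 50% at the single tested dose, limit read from the data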;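 further: plate controls were DMSO wells with enzyme for no effect and DMSO wells lacking enzyme for full effect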
# HKDC1 inh – HKDC1 hexokinase inhibitors, primary screen, biochemical, fluorescence, uHTS. Q2TB90. recombinant HKDC1, G6PDH/diaphorase resazurin coupled fluorescence. inhibition, % at 20 µM. actives 0.16% (n = 340,000). AID 493160, 2011;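 active means inhibition above about 35% when tested at 20 µM, limit read from the data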;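 further: plate controls were DMSO wells with enzyme for no effect and DMSO wells lacking enzyme for full effect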
#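 test system = in-house recombinant HK5 (HKDC1) enzyme | amount = HKDC1 at 5 µg/mL | control set = DMSO-enzyme wells negative, buffer-substituted wells positive | compound = one dose of 20 µM, 1% DMSO | schedule = reaction time 90 min, room temperature, protected from light | technique = resorufin fluorescence at 613 nm | reagent = glucose with 1 mM ATP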
# ATG4B inhibitor – ATG4B protease inhibitors, primary screen, biochemical, fluorescence, uHTS | ATG4B cleavage of LC3-PLA2, NBD-HPC fluorescence, 1 h | inhibition, % at 8.33 µM | actives 0.51% (n = 340,000) | AID 504462, 2011; in the data active means inhibition above about 40%
# Target sequence (Q9Y4P1 whole entry, looked up): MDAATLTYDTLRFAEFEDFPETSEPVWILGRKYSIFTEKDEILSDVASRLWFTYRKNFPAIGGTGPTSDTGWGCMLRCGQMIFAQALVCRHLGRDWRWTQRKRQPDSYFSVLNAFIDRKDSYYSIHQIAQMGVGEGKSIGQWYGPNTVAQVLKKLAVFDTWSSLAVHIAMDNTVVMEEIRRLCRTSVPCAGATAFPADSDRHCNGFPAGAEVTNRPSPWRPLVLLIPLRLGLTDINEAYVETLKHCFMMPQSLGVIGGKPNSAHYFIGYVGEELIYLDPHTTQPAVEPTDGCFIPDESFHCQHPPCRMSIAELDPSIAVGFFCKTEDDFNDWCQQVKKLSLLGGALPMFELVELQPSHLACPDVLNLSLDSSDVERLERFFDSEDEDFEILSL
# Numbers without * were called inactive; / = no result given.
SMILES,MPTP block,PfGluPho inh,NR3A LBD binder,SENP8 block,SENP7 block,SENP6 inh,HKDC1 inh,ATG4B inhibitor
CC(=O)NC(=S)Nc1ccc(N2CCOCC2)c(S(=O)(=O)Nc2cc(Cl)ccc2Cl)c1,0.1,-1,-3,3,-8,-8,3,-11
O=c1oc(CCCO)cc2ccc(C#Cc3ccsc3)cc12,3.3,9,-16,-494,15,16,2,-6
COc1ccc(NC2CCCN(C(=O)c3cccs3)C2)cc1 (centres undefined),-1.0,10,-1,19,1,14,0,-9
Cc1ccc2cc(C)c(NCCO)nc2c1,-1.0,3,0,-80,0,-6,2,-9
COCc1c(C(=O)OCC(=O)N2c3ccccc3NC(=O)C2(C)C)oc2ccccc12,0.9,-12,0,2,/,/,2,6
Cc1ccc(S(=O)(=O)NN=C2CCN(Cc3ccccc3)CC2)cc1,-0.1,18,2,6,-6,9,-12,-6
CCOC(=O)c1sc(NC(=O)/C=C/c2cnn(C)c2C)c(C(=O)OC(C)C)c1C,2.6,6,1,-279,-4,5,-1,1
CN1CCN(C(=O)c2ccc(COc3cc(Cl)ccc3Cl)o2)CC1,1.2,-6,-2,10,0,-6,-4,-3
COc1ccc(Cl)cc1C(=O)NC(=S)Nc1nc(C)cc(C)n1,1.0,0,-1,-1,-2,-9,-6,-5
CCOC(=O)C(=O)N1CCC(Cc2ccccc2)CC1,2.7,-5,-1,8,6,-18,-11,-5
CCc1ccc(NC(=O)COC(=O)CCCC2=NS(=O)(=O)c3ccccc3N2)cc1,-1.0,-8,-1,14,1,-21,9,-11
O=S(=O)(c1ccc(F)cc1)N1CCCC1,0.4,-8,0,4,0,3,-5,3
CN(C)/C=N/c1cc(=O)n(C)c(=O)n1Cc1ccccc1,-1.8,-12,-2,27,5,-3,-6,11
COc1ccc(CNC(=O)c2cnccn2)cc1,-0.3,-17,2,29,12,-15,-3,7
O=C(Nc1ccc(C(=O)N2CCCCC2)cc1)c1ccccc1,-0.8,15,-1,2,/,/,-2,-2
O=C(CNc1n[nH]c(=O)[nH]c1=O)N/N=C/C1CC=CCC1 (centres undefined),-1.1,4,-4,14,8,8,-7,5
Cc1[nH]c2ccccc2c1C(C[N+](=O)[O-])c1cccs1 (centres undefined),4.5,26,-7,8,15,14,20,-13
O=C(Nc1ccon1)c1nc[nH]c1C(=O)N1CCc2ccccc2C1,-2.9,0,0,-3,-4,8,-5,-4
CCOC(=O)C1=C(COC(=O)c2ccc([N+](=O)[O-])o2)NC(=O)NC1C (centres undefined),0.0,4,3,37,-5,4,2,-4
O=C(O)[C@H](Cc1ccccc1)NC(=O)N1CCN(c2ccc(F)cc2)CC1,0.6,5,0,17,6,-8,-7,-3
CCOC(=O)c1cnc(-c2ccccc2)nc1Oc1ccc(C)cc1,0.1,29,-4,15,-1,-1,0,-10
O=C(CSc1nnnn1-c1ccc(Cl)cc1)N1CCNC1=O,-2.1,4,-2,13,4,7,7,-2
O=C1CS/C(=N/N=C2CCCC2)N1,0.0,-7,-3,10,-8,-23,-9,-6
O=C(OCCN=C1NS(=O)(=O)c2ccccc21)c1cccc([N+](=O)[O-])c1,0.0,-7,-1,7,-5,0,0,0
O=C(OCCNc1nc(-c2ccccc2)nc2ccccc12)c1ccncc1,5.4,-4,-4,-17,-1,-7,-7,-14
COc1ccc(-n2cnnc2SCC(=O)Nc2ccccc2F)cc1,-0.7,4,-1,14,-1,-20,0,-3
Clc1ccc2c(NNc3ccccc3Cl)ccnc2c1,3.8,1,-17,20,-3,-7,5,-8
CN(C)c1nnc(-c2ccc(Cl)cc2)o1,-0.1,1,-2,-290,-4,3,-4,-3
COc1ccc(NC(=O)NC(C)c2ccc3c(c2)OCO3)c(OC)c1 (centres undefined),0.4,14,-2,1,6,-3,-1,7
Cn1nc(C(=O)N2CCN(S(=O)(=O)c3ccccc3)CC2)c2ccccc2c1=O,0.1,26,12*,22,-10,-4,-9,-7
CCC(C)[C@H]1CNCCN1CCC12CC3CC(CC(C3)C1)C2 (some centres undefined),1.0,2,2,22,-8,12,-3,-13
COC(=O)C1CCCN1S(=O)(=O)c1ccc([N+](=O)[O-])cc1 (centres undefined),-0.4,8,3,18,13,9,-1,-3
CCN(CC)S(=O)(=O)c1ccc(O)c(NC(=O)c2ccc(N3CCOCC3)c([N+](=O)[O-])c2)c1,3.2,27,-9,25,-3,-19,-6,-10
COc1ccccc1N(CC(=O)N/N=C/c1ccc(OCC(=O)NCc2ccco2)cc1)S(=O)(=O)c1ccc(C)cc1,-0.1,-8,1,22,-1,-1,1,-18
COc1ccc(N(CC(=O)NC2CCCCC2)C(=O)c2snc(C(N)=O)c2N)cc1,-2.8,1,0,-92,7,-5,1,3
COc1c(C)cc(C(=O)C2CCCN(Cc3cnc(N4CCOCC4)s3)C2)cc1C (centres undefined),1.7,-6,-4,15,-5,-3,2,-2
Cc1nn(CC(=O)Nc2cc(S(=O)(=O)N(C)C)ccc2Cl)c(C)c1[N+](=O)[O-],1.4,-17,-1,10,-7,-8,18,5
Cc1ccc(SCCNC(=S)Nc2cc(C)ccc2C)cc1,-0.3,3,-5,11,-4,-20,6,7
CCOC(=O)c1cc(-c2ccccc2)nn1CC1CC(c2cccnc2)=NO1 (centres undefined),3.1,10,2,5,2,-4,-4,0
COC(=O)C1=C(C)NC(=O)NC1c1ccc(OCC(=O)N2CCCCC2)cc1 (centres undefined),-3.2,-10,3,10,11,-8,-19,-12

# Not a retest: seven of the compounds above.
SMILES,MPTP block,PfGluPho inh,NR3A LBD binder,SENP8 block,SENP7 block,SENP6 inh,HKDC1 inh,ATG4B inhibitor
COc1ccccc1N(CC(=O)N/N=C/c1ccc(OCC(=O)NCc2ccco2)cc1)S(=O)(=O)c1ccc(C)cc1,-0.1,-8,1,22,-1,-1,1,-18
COc1ccc(N(CC(=O)NC2CCCCC2)C(=O)c2snc(C(N)=O)c2N)cc1,-2.8,1,0,-92,7,-5,1,3
COc1c(C)cc(C(=O)C2CCCN(Cc3cnc(N4CCOCC4)s3)C2)cc1C (centres undefined),1.7,-6,-4,15,-5,-3,2,-2
Cc1nn(CC(=O)Nc2cc(S(=O)(=O)N(C)C)ccc2Cl)c(C)c1[N+](=O)[O-],1.4,-17,-1,10,-7,-8,18,5
Cc1ccc(SCCNC(=S)Nc2cc(C)ccc2C)cc1,-0.3,3,-5,11,-4,-20,6,7
CCOC(=O)c1cc(-c2ccccc2)nn1CC1CC(c2cccnc2)=NO1 (centres undefined),3.1,10,2,5,2,-4,-4,0
COC(=O)C1=C(C)NC(=O)NC1c1ccc(OCC(=O)N2CCCCC2)cc1 (centres undefined),-3.2,-10,3,10,11,-8,-19,-12

# Later entries:
SMILES,MPTP block,PfGluPho inh,NR3A LBD binder,SENP8 block,SENP7 block,SENP6 inh,HKDC1 inh,ATG4B inhibitor
CC1CCCN(c2ccc3nc4ccccc4c(=O)n3n2)C1 (centres undefined),1.8,15,1,-176,50,61*,15,3
CC(=O)Nc1ccc(C(=O)COC(=O)Cc2ccsc2)c(F)c1,-0.3,4,0,-24,24,18,3,6
CCOC(=O)C1Sc2ccccc2NC1=O (centres undefined),-2.1,23,1,5,5,13,-2,-7
COc1cc(CN/C(C)=C(\C#N)C(N)=O)cc(OC)c1OC,-0.8,-3,/,6,11,-20,6,1
CC(C)c1ccc(CSc2ccc(S(=O)(=O)N3CCOCC3)cn2)cc1,0.9,13,3,-11,5,5,-5,-5
Cc1cc(C)cc(-n2nnnc2SCC(=O)Nc2cccc(NC(=O)c3ccco3)c2)c1,-1.6,-1,-2,19,-10,-16,3,-10
CCCNC(=S)NNC(=O)c1cc(C2CC2)nc2ccccc12,0.2,-10,2,-197,-16,-4,-1,-1
O=C(CCNS(=O)(=O)c1ccccc1)NNC(=O)C1COc2ccccc2O1 (centres undefined),-0.7,0,1,19,11,-23,-3,-2
Nc1nc(N2CCOCC2)n[nH]1,-0.5,-10,0,-6,1,0,6,15
COc1cccc(CN(C(=O)c2ccco2)C2CCS(=O)(=O)C2)c1 (centres undefined),0.1,-22,-1,10,-17,-26,0,-4
Cc1cccc(C)c1NCc1n[nH]c(=S)n1-c1ccccc1,-0.2,35,-2,1,6,-5,-8,4
Cc1cccc(OCC(=O)Nc2ccccc2N2CCCCC2)c1,3.9,3,0,15,12,-6,4,13
CC(C)(C)c1ccc(-c2nnc(SCC(=O)NCC3CCCO3)n2N)cc1 (centres undefined),-1.3,26,1,4,5,4,-4,-5
O=C(COc1ccccc1[N+](=O)[O-])NCCCN1CCCC1=O,-0.2,-16,1,3,-7,-9,-2,6
Cc1ccnc(NC(=O)C2CC(=O)N(c3ccc4c(c3)OCCO4)C2)c1 (centres undefined),1.0,2,-2,4,0,19,-8,0
O=C(Nc1cccc(Cl)c1)c1cc(F)cc2c1OCOC2,0.4,4,1,0,-7,-2,0,-1
COc1cccc(/C=C/C(=O)OCC(=O)NCC2CCCO2)c1 (centres undefined),1.5,0,-6,-75,1,-7,-9,-3
Cc1cc(Cl)ccc1NC(=S)N(CCCN1CCOCC1)Cc1cccs1,1.1,29,-9,9,2,-13,-8,-8
COC(=O)/C=C1/SC(=NC(=O)c2ccc(F)cc2)NC1=O,3.4,-3,1,24,12,-4,-3,5
CCCS(=O)(=O)N1CCC(C(=O)NCc2ccco2)CC1,0.5,-10,1,16,-7,-17,-1,-2
CCN1C(=O)[C@H]2[C@@H](c3ccc(-c4ccc5c(c4)OCO5)c(OC)c3)N[C@@](CC(C)C)(C(=O)OC)[C@H]2C1=O,0.2,12,-3,-475,2,-12,3,-7
CC(C)CCNC(=O)COC(=O)c1cc(Br)c(Br)s1,-3.7,-3,1,11,0,27,5,-9
COc1ccc(C)cc1NC(=O)c1ccc(NS(=O)(=O)c2cccc3cccnc23)cc1,2.1,0,-2,13,8,-2,-1,-13
O=S(=O)(c1ccc2[nH]c3c(c2c1)CCCC3)N1CCCCC1,0.5,0,-4,-67,1,3,11,1
Cc1[nH]c2ccccc2c1Cc1n[nH]c(=S)o1,-1.3,-27,-1,5,-9,-8,7,-4
COC(=O)c1cn(CC(=O)Nc2ccc(F)cc2)c2ccccc12,0.5,-4,0,6,1,-2,-5,-6
O=C(COC(=O)[C@H](Cc1ccccc1)NC(=O)c1cccs1)Nc1ccccc1C(F)(F)F,0.3,9,2,4,6,-31,-9,-17
Cc1ccc(S(=O)(=O)NCc2nc(-c3ccccc3)no2)cc1,-0.3,11,1,12,11,-17,-9,-2
CCC(=O)c1ccc(OCc2ccc(C(=O)c3ccccc3)cc2)cc1,101*,7,4,16,8,3,-1,-16
Cc1oc(/C=N/NC(=O)CN(c2ccccc2Cl)S(C)(=O)=O)cc1Br,-0.9,-4,-3,14,-1,-8,2,1
CC(CCc1ccccc1)NC(=O)c1cc2sccc2n1C (centres undefined),-0.2,21,5,14,-4,-17,-7,0
CCc1nn2cc(C(=O)c3cc(Cl)ccc3O)cnc2c1-c1ccc(F)cc1,100*,-8,27*,11,5,7,-9,14
Cc1ccc(C(=O)Cn2cnc3ccccc3c2=O)cc1,-0.4,-7,1,28,8,-2,5,5
CC1CC(C)CN(S(=O)(=O)N2CCC(C(=O)NCc3ccco3)CC2)C1 (centres undefined),0.3,-14,-2,11,0,-16,-10,-2
O=C(CCN1C(=O)/C(=C/C=C/c2ccccc2)SC1=S)Nc1nc2ccccc2s1,1.3,14,-25,24,-7,-8,12,12
